Compound activity from PubChem.
ELG1 genotoxic: inducers of genotoxicity in HEK293T ELG1-luciferase cells; Potency, µM (series often up to 46 µM), without a hit: at the highest dose activity change, positive = activation, hits mostly activators; HEK293T ELG1-luciferase reporter, luminescence, 16 h; AID 504466; 330,000 tested, 1.3% active; also: potency is read from the fitted curve at half-maximal effect; % of control where 0% means no effect; nearly all actives have a fitted effect of over 60% in size
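Screening used a luciferase reporter fused to human ELG1 in HEK293T cells. Luminescence was read on a CCD plate imager after 16 hr exposure and 30 min ONE-Glo incubation.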
BRCA1 expr act: increases BRCA1 expression; MCF7-BRCA1-FFLuc reporter, luminescence, 48 h; response scale: scaled: vehicle 0%, 10 µM genistein 100%; Potency, µM (highest dose often 46.1 µM), without a hit: at the highest dose activation, usual class: activators; 380,000 tested, 1.1% active; also: potency is read from the fitted curve at half-maximal effect; nearly all actives have a fitted effect of over 80% in size; some results filed as inactive show a strong effect at the top dose
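Activators of BRCA1 expression were detected as increased firefly luciferase luminescence in engineered MCF7 cells after 48 h compound incubation. Signals were scaled to genistein 10 microM as full activation.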
USP2a block: blocks human ubiquitin-specific protease USP2a. AID 463254. Potency, µM (highest dose often 38.3 µM), for inactives: at the highest dose activity change, negative = inhibition, usual class: inhibitors. 330,000 tested, 0.01% active. USP2 core, Ub-CHOP2 coupled fluorogenic reporter, 485/531;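 also: potency is read from the fitted curve at half-maximal effect; plate controls were DMSO wells for no effect and full inhibition by NEM control for full effect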
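Cell-free coupled assay: 10nM USP2 core preincubated 30min RT with compound in Tris-HCl pH 8.0/CaCl2/CHAPS buffer, then 25nM Ub-CHOP2 and 25nM reporter substrate; fluorescence (Ex 485/Em 531) read after 60min RT, normalized to NEM inhibition, concentration-response curves fitted.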
Eya2 inh: Eya2 (human) phosphatase inhibition; Potency, µM (series often up to 76.9 µM), inactives show top-dose activity, negative = inhibition, most hits filed as inhibitors; 330,000 tested, 0.006% active; O00167; recombinant Eya2, OMFP fluorescence dephosphorylation (OMFP is methylfluorescein phosphate); also: potency is read from the fitted curve at half-maximal effect; % is scaled to controls: 0 for no effect and ±100 for the full control effect
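Eya2 protein (added as 0.2 uM solution) was preincubated with compound for 10 min at ambient temperature in 50 mM HEPES pH 7.5, 50 mM NaCl, 5 uM MgCl2, 0.05% BSA, 1 mM DTT. OMFP (added at 50 uM) then reacted 10 min; fluorescence read at 485/525 nm.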
TRPV1 ag: activates the human vanilloid receptor TRPV1; activation, % at 8.33 µM; 320,000 tested, 0.19% active; TRPV1-expressing cells, Fluo-8 calcium influx, agonist mode; Q8NER1; in the data active = activation above about 80%; inconclusive = between about 30% and that limit; also: 0% is about no effect
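Fluo-8 calcium influx in TRPV1-expressing cells, kinetic read (ex 480/em 520 nm). Compound added and read 3 min for agonist activity, followed by capsaicin at EC20 final and 2 min further read for enhancement.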
a7 integrin act: integrin-mediated muscular dystrophy alleviation activation | Potency, µM (top dose mostly 38.3 µM), without a hit: top-dose activation, most hits filed as activators | AID 624291 | 350,000 tested, 0.064% active | alpha7betagal myoblasts, beta-gal FDG fluorescence, 48 h;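 also: potency is read from the fitted curve at half-maximal effect; 100% = response of the positive control SU9516; nearly all actives have a fitted effect of over 60% in size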
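alpha7betagal+/- myoblasts (passage 13, 250/well) treated 48 h at 37C with compounds at 1:260 dilution of DMSO stock. Lysed, then beta-galactosidase activity read as FDG fluorescence (ex 480/em 540) after 30 min, with pre-read for autofluorescence.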
p53 reactivator: restores transcriptional activity of mutant p53; H1299 p53-A138V BP100-luciferase reporter, luminescence, 24 h; AID 504706; Potency, µM (doses to about 92.2 µM), for the others: at the highest dose activity change, positive = activation, actives largely listed as activators; 320,000 tested, 0.063% active; also: potency is read from the fitted curve at half-maximal effect; % of control where 0% means no effect; nearly all actives have a fitted effect of over 45% in size
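H1299 (p53-null), stable ts p53-A138V + BP100-Luc; 1000 cells/well, Opti-MEM/10% FBS; cpd 4 pt, 1:5; 24 h, 37 deg C, 5% CO2; detection reagent 10 min RT; luminescence.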
PTAP TSG101 blk: blocks PTAP/TSG101 interaction to inhibit HIV-1 budding. Q99816. Fluorescence polarization, FITC-PTAP peptide / Tsg101 binding. Potency, µM (series often up to 115 µM), inactives show at the highest dose activity change, negative = inhibition, actives largely listed as inhibitors. 340,000 tested, under 10 active. AID 493005; active = well fitted inhibition curve with a large enough effect in the main read-out, with a control signal flat, not every such curve was filed as active; inconclusive = small, poorly fitted or top-dose-only effect, or effect the other way, or a change in a side signal; inactive = no such curve, though single readings can be large or run the other way; also: potency is read from the fitted curve at half-maximal effect; % of control where 0% means no effect
Target sequence (Q99816 whole entry, looked up): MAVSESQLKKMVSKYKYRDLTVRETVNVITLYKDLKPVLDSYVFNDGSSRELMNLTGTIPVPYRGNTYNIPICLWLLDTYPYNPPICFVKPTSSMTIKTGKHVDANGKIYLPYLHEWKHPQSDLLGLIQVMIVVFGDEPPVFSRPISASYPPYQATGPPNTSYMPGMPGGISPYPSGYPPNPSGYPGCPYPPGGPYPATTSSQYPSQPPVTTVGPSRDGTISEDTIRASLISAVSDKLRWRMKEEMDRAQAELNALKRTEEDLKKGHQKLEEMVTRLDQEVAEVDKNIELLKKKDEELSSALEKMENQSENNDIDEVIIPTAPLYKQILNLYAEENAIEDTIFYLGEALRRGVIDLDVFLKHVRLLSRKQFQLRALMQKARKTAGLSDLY
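Tsg101 binding domain (10 uM final) was mixed with compound and a FITC-labeled PTAP peptide (50 nM final) in HEPES pH 7.5 buffer with NaCl, Tween 20, EDTA and TCEP; fluorescence polarization was read after 20 min at r.t.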
uPA surface inh: blocks generation of uPA at the cell surface. cell surface uPA generation assay, qHTS. Potency, µM (highest dose often 38.3 µM), for the others: top-dose activity change, negative = inhibition, actives largely listed as inhibitors. 330,000 tested, 0.31% active; active = well fitted inhibition curve with a large enough effect; inconclusive = small, poorly fitted or top-dose-only effect; inactive = no such curve, though single readings can be large or run the other way; tested in mouse RAW 264.7 cells; also: potency is read from the fitted curve at half-maximal effect; % is scaled to controls: 0 for no effect and ±100 for the full control effect; nearly all actives have a fitted effect of over 55% in size
B2AR arrestin: agonists driving beta-arrestin recruitment to human beta2-adrenergic receptor; beta-arrestin recruitment to beta2AR, cell-based reporter; Potency, µM (doses to about 46.1 µM), for inactives: at the highest dose activation, hits mostly activators; 330,000 tested, 0.02% active;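 also: potency is read from the fitted curve at half-maximal effect; 0% = DMSO controls and full agonism = EC100 isoproterenol or metaproterenol; nearly all actives have a fitted effect of over 65% in size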
S-ASM inh: blocks human secretory acid sphingomyelinase; 340,000 tested, 0.006% active; Potency, µM (doses to about 57.5 µM), without a hit: at the highest dose activity change, negative = inhibition, actives largely listed as inhibitors; placental ASM, HMU-PC fluorogenic substrate, 60 min; AID 504937; also: potency is read from the fitted curve at half-maximal effect
Target sequence (P17405 47-631 limits assumed): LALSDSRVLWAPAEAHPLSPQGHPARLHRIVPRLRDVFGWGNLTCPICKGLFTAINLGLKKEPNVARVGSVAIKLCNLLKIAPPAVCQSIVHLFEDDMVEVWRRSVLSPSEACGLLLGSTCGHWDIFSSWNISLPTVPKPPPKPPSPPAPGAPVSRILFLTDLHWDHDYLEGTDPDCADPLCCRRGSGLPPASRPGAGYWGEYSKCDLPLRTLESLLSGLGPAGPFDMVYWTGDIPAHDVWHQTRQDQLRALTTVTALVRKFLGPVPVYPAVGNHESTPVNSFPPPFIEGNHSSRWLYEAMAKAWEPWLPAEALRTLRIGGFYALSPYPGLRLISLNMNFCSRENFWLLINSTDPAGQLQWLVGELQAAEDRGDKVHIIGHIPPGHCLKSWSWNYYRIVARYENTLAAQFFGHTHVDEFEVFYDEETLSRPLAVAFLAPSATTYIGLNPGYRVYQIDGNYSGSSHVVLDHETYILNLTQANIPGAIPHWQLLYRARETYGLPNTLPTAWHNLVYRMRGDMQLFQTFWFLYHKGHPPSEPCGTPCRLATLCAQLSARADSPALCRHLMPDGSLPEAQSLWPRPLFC
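Human placenta-derived ASM enzyme was preincubated with compound for 10 minutes at room temperature, then given fluorogenic substrate HMU-PC0 (9 uM final) for 60 minutes at 37 °C; a pH 10 stop preceded fluorescence reading at Ex 386/Em 447 nm.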
Starred values were filed as active, the others as inactive; ? = inconclusive; . = not tested or not shown; [ ] = dose if it differs, or a comment. Unless noted, calls follow the shape of the dose curve; as a rule, active = well fitted curve in the direction sought with a large enough effect; inconclusive = small, poorly fitted or top-dose-only effect, or another doubt; inactive = no such curve, though single readings can be large; an effect the other way counts as inactive or inconclusive.

SMILES	ELG1 genotoxic	BRCA1 expr act	USP2a block	Eya2 inh	TRPV1 ag	a7 integrin act	p53 reactivator	PTAP TSG101 blk	uPA surface inh	B2AR arrestin	S-ASM inh
O=C(c1cc(COc2ccccc2)on1)N1CCCC(CN2CCOCC2)C1 (configuration not stated)	11.1%	32.9%	4.5%	-10.0%	4.4	21.9%	15.3%	-1.3%	-1.2%	0.0%	1.9%
O=C(NCc1ccccc1)c1n[nH]nc1-c1ccccc1O	2.0%	97.0%	1.2%	2.4%	0.6	17.5%	?	-4.0%	.	-0.4%	-2.5%
CCOC(=O)c1nn(-c2ccc(F)cc2)c(=O)c(C#N)c1C	1.6%	6.4%	3.9%	10.2%	-0.5	30.0%	11.8%	-3.0%	-1.1%	-0.6%	9.7%
CCc1nnc2c(NCCc3ccc(OC)c(OC)c3)nc3ccccc3n12	-2.2%	-28.7%	0.1%	13.0%	-0.6	0.3%	-3.0%	0.4%	-2.4%	-0.6%	-3.4%
Cn1cccc1/C=C(\C#N)C(N)=S	-3.5%	1.5%	-2.0%	16.5%	-0.9	-2.8%	0.3%	-1.9%	-4.1%	0.1%	-6.5%
COc1ccc(-n2c(-c3cnccn3)n[nH]c2=S)cc1	3.1%	0.8%	-1.5%	-4.6%	-1.8	11.2%	?	.	5.1%	-0.8%	1.8%
CCn1c(C)c(C)c2cc(C(=O)Nc3cccc(Cl)c3)ccc21	1.0%	58.9%	2.2%	-9.0%	?	16.7%	12.5%	-0.4%	-5.6%	-0.4%	-11.9%
CN(c1ccc(S(=O)(=O)N2CCOCC2)cn1)C1CCCCC1	-4.0%	-9.2%	-1.1%	16.2%	25.1	5.2%	10.1%	2.3%	-6.0%	-0.6%	-5.7%
CC1=CC(C)(C)N(C(=O)CN2C(=O)c3ccccc3C2=O)c2ccc(C)cc21	-8.0%	-4.3%	0.7%	2.4%	-0.8	-12.5%	-7.4%	-9.5%	-0.1%	0.1%	-3.0%
COc1cc(C#Cc2ccc3cc(CCO)oc(=O)c3c2)cc(OC)c1	?	7.08µM*	1.2%	2.7%	.	-14.6%	11.6%	.	-22.7%	-0.4%	-6.4%
O=[N+]([O-])c1ccccc1OCCOCCOc1cccc2cccnc12	-2.7%	-14.8%	3.1%	8.2%	3.6	0.0%	-3.6%	-3.9%	3.8%	?	3.7%
CN(C)c1cccc2c1c(NC(=O)c1ccc(Cl)cc1)nn2C	-6.5%	-98.1%	-1.1%	3.6%	-0.7	0.0%	-9.3%	0.2%	1.3%	0.4%	-1.7%
Cc1c(N2C(=O)/C(=C/C3CC=CCC3)SC2=S)c(=O)n(-c2ccccc2)n1C (configuration not stated)	-1.4%	-20.6%	-10.8%	-13.1%	-2.7	-11.5%	-3.0%	-0.2%	-9.5%	-0.7%	0.6%
COc1ccc(C(=O)NCc2ccc(N3CCN(C(=O)OC(C)(C)C)CC3)cc2)cc1	-6.8%	-3.3%	2.3%	1.8%	6.0	-1.3%	6.4%	-3.9%	0.2%	-0.9%	-2.8%
COc1ccc(CN2CC(=O)N3[C@H]4c5cc(C)ccc5OC[C@@H]4[C@H](c4ccccc4)[C@]3(C)C2=O)cc1	-4.5%	-37.8%	5.0%	-4.5%	.	13.2%	-2.6%	.	-2.4%	0.3%	-6.9%
CCCc1cc(-c2[nH]ncc2-c2ccc3c(c2)OCCCO3)c(O)cc1OC	-14.1%	.	-15.1%	-33.6%	1.0	.	-20.7%	.	.	-0.2%	.
Fc1ccc(-n2nnc(-c3ccccc3Br)n2)cc1	-4.2%	-13.3%	3.4%	-6.1%	-2.3	17.1%	-24.4%	-6.3%	2.2%	0.2%	0.0%
FC(F)(F)c1cccc(Cc2noc(CN(Cc3ccccn3)CC3CCCO3)n2)c1 (configuration not stated)	-6.4%	-34.8%	-0.1%	?	26.5	-0.8%	0.8%	0.7%	-0.8%	-0.2%	1.4%
O=C(N/N=C\c1ccc(CN(Cc2ccc(Cl)cc2)S(=O)(=O)c2ccccc2)o1)C(=O)Nc1ccc(F)cc1	7.2%	40.8%	-0.3%	23.4%	-0.4	-21.7%	5.0%	1.7%	0.9%	-0.2%	-0.8%
CC1=CC(C)(C)N2C(=O)C(=Nc3ccc(O)cc3)c3cccc1c32	7.9%	-30.5%	1.9%	7.7%	-1.1	-54.9%[inhibitor]	-9.6%	-7.0%	-6.0%	8.1%	13.2%
Cc1ccc(OCCn2c(C3CC(=O)N(Cc4ccccc4)C3)nc3ccccc32)cc1 (configuration not stated)	-23.8%	-32.4%	2.8%	-27.5%	25.2	-12.4%	-9.5%	-3.3%	?	0.9%	-24.5%
CCN(CC)CCn1c2ccccc2c2cnc(N)c(C#N)c21	1.2%	-86.1%[inhibitor]	4.1%	1.9%	-1.0	-26.8%	?	-1.1%	-12.6%	-0.1%	-0.3%
O=C1CCC(C(=O)N2CCN(c3ccc(F)cc3)CC2)CN1CC1CCCCC1 (configuration not stated)	-0.2%	-2.2%	-1.0%	-12.1%	6.5	-15.7%	-2.2%	-2.4%	-22.3%	-0.9%	-0.9%
CN1CCN(S(=O)(=O)c2ccc(N(C)Cc3cccs3)nc2)CC1	0.5%	-30.7%	-3.9%	-1.7%[15.4 µM]	2.7	9.6%	0.9%	-10.7%	-1.1%	0.0%	0.3%
COc1cc(C=NCC2OCCc3ccccc32)cc(OC)c1 (configuration not stated)	0.7%	-12.7%	-0.8%	0.3%	-1.9	-20.2%	7.2%	0.5%	8.1%	3.5%	2.7%
OC(CNCc1ccc(Cl)cc1)(c1ccccc1)c1ccc(F)cc1 (configuration not stated)	-6.7%	-5.5%	-7.7%	2.7%	2.6	-18.5%	-5.5%	-4.6%	-3.7%	0.1%	-1.8%
CCC(C)NC(=O)c1nn(Cc2ccccc2)c(=O)c2ccccc12 (configuration not stated)	-7.6%	-19.4%	0.9%	6.1%	14.8	-20.8%	-5.5%	-2.1%	-0.3%	0.3%	4.0%
COc1ccc(CCNC(=O)CCN2C(=O)C3CC=CCC3C2=O)cc1OC (configuration not stated)	-0.1%	7.3%	-0.6%	3.6%	-0.7	9.7%	1.6%	-1.8%	1.7%	2.8%	5.8%
Cc1cccc(NC(=O)c2cc(-c3c(C)cc(C)cc3O)n[nH]2)c1	7.4%	73.5%	-2.4%	7.5%	-1.4	15.1%	8.8%	-0.3%	-1.4%	-0.1%	-5.0%
O=S(=O)(NCc1ccc(Cl)cc1Cl)c1cccs1	12.4%	51.3%	-0.6%	-3.8%	-0.3	32.7%	.	-1.8%	-4.1%	-0.9%	-1.4%
Cc1cccc(N(CC(=O)NC2CCCCC2)C(=O)CCCC(=O)Nc2ccccn2)c1C	-4.2%	-15.7%	1.0%	-2.3%	1.5	-15.1%	-2.7%	-2.0%	1.8%	0.2%	17.6%
Cc1nnc(-c2ccccc2)nc1N1CCOCC1	1.0%	-23.0%	0.0%	-18.6%	-5.8	1.5%	-7.6%	0.4%	-1.6%	0.3%	-0.3%
N#Cc1ncc(C(F)(F)F)cc1Sc1ccc(N)cc1	3.8%	-35.2%	-0.8%	27.1%	1.7	10.4%	0.5%	-7.5%	-3.8%	-1.4%	-3.0%
O=C(c1cc2c(s1)CCC2)N1CCN(c2ccccc2)CC1	4.1%	-2.5%	0.6%	3.2%	-3.0	-3.9%	11.6%	-4.8%	-1.9%	8.3%	2.0%
COc1ccc(NS(=O)(=O)c2cccc(C(=O)N(C)CC(=O)Nc3ccc(C)cc3)c2)cc1	-3.9%	-23.6%	-6.1%	23.0%	1.4	32.4%	-5.6%	-0.9%	7.6%	0.0%	-2.9%
CCc1cccc(CC)c1-n1c(SCc2cc(=O)n3ccsc3n2)nnc1-c1cccnc1	0.1%	-11.9%	0.5%	-20.2%	2.3	2.2%	-6.2%	-11.0%	.	0.0%	6.3%

Random excerpt: 2 records from the list.
SMILES	ELG1 genotoxic	BRCA1 expr act	USP2a block	Eya2 inh	TRPV1 ag	a7 integrin act	p53 reactivator	PTAP TSG101 blk	uPA surface inh	B2AR arrestin	S-ASM inh
O=C1CCC(C(=O)N2CCN(c3ccc(F)cc3)CC2)CN1CC1CCCCC1 (configuration not stated)	-0.2%	-2.2%	-1.0%	-12.1%	6.5	-15.7%	-2.2%	-2.4%	-22.3%	-0.9%	-0.9%
Cc1cccc(NC(=O)c2cc(-c3c(C)cc(C)cc3O)n[nH]2)c1	7.4%	73.5%	-2.4%	7.5%	-1.4	15.1%	8.8%	-0.3%	-1.4%	-0.1%	-5.0%
